# BLM inh: qHTS Assay for Inhibitors of Bloom's syndrome helicase (BLM) | RecQ-like DNA helicase BLM (Homo sapiens), P54132 | recombinant BLM DNA unwinding, fluorescence dequenching | Potency, µM (titrated, usually from 56.1 µM), for the others: at the highest dose activity change, negative = inhibition, actives largely listed as inhibitors | 350,000 compounds, 0.2% hits | AID 2528, 2010;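 further: potency means the concentration at half of the fitted maximal effect; plate controls were vehicle for no effect and no enzyme for full effect; nearly all actives have a fitted effect of over 35% in size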
# LDHA inh: qHTS assay for inhibitors of human lactate dehydrogenase; L-lactate dehydrogenase A chain (Homo sapiens), P00338; purified LDHA, NADH/diaphorase-resazurin fluorescence; stronger effect = lower value; activity change, % (values are at about 110 or 230 µM); 480,000 compounds, 0.15% hits; in the data active means activity change below about -30%; inconclusive means mostly about -25% to -30%;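 further: plate controls were DMSO wells for no effect and wells without enzyme for full effect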
#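 Resorufin fluorescence (ex540/em590), read at 0 and 20 min after diaphorase/resazurin addition, reports the NADH left after a 5 min room-temperature reaction of 2 nM human LDH5 with 0.06 mM NADH and 0.2 mM pyruvate.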
# Glioma ERSR ind: qHTS for Inducers of the Endoplasmic Reticulum Stress Response (ERSR) in Human Glioma: qHTS; Potency, µM, without a hit: at the highest dose activation, actives largely listed as activators; U87-MG GRP78 promoter luciferase reporter, 16 h; 420,000 compounds, 0.02% hits; further: potency means the concentration at half of the fitted maximal effect; series mostly up to about 76 µM; % of control where 0% means no effect; nearly all actives have a fitted effect of over 35% in size
#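 Stably transfected U87-MG glioma cells carrying a GRP78-based luciferase sensor; 16 h compound incubation. Luminescence end-point read 10 min after Bright-Glo addition at room temperature.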
# Pol iota inh: qHTS for Inhibitors of Polymerase Iota; DNA polymerase iota (Homo sapiens), Q9UNA4; Pol iota fluorescent replication assay, 10 min; Potency, µM (top dose mostly 115 µM), inactives show at the top dose activity, negative = inhibition, hits mostly inhibitors; 390,000 compounds, 1% hits; further: potency means the concentration at half of the fitted maximal effect
#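 Pol iota at 10 nM preincubated 15 min with compounds at room temperature; reaction started with fluorescent substrate, 50 nM final. Fluorescence read kinetically at 0 and 10 min; buffer-only wells as negative control.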
# POLH inh: qHTS for Inhibitors of Polymerase Eta; DNA polymerase eta (Homo sapiens), Q9Y253; recombinant Pol eta, fluorescent DNA replication assay; Potency, µM (highest dose often 114 µM), inactives show top-dose activity change, negative = inhibition, most hits filed as inhibitors; 390,000 compounds, 1.2% hits; further: potency means the concentration at half of the fitted maximal effect; on the % scale 0 is the no-effect control and ±100 the full control effect
# Target sequence (Q9Y253 whole entry, looked up): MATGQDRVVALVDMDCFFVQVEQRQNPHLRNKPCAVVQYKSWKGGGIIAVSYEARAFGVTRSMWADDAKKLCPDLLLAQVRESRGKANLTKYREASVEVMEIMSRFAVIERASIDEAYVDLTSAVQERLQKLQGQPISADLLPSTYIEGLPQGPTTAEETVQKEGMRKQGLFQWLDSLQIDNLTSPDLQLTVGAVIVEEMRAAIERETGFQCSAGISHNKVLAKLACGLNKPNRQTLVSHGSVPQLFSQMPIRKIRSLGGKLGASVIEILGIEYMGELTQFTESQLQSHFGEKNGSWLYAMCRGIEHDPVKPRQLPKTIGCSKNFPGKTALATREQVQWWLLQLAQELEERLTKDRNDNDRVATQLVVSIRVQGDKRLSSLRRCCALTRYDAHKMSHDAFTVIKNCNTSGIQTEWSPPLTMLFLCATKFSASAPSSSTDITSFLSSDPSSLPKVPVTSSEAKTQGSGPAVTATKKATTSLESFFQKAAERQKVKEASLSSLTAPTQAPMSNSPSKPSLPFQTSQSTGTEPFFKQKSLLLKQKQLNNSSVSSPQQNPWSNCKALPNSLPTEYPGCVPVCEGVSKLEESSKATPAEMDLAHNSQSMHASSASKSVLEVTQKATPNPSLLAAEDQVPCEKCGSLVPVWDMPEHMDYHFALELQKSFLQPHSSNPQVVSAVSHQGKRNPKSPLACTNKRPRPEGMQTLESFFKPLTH
#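 Pol eta (10 nM) was preincubated with compounds for 15 min at room temperature, after which fluorescent replication substrate (50 nM final) was added to start the reaction. Fluorescence was read kinetically at 0 and 10 min.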
# APE1 inh: qHTS Assay for Inhibitors of the Human Apurinic/apyrimidinic Endonuclease 1 (APE1); DNA repair nuclease/redox regulator APEX1 (Homo sapiens), P27695; recombinant APE1, TAMRA/BHQ-2 abasic DNA cleavage fluorescence; Potency, µM (series often up to 65.8 µM), for the others: at the highest dose activity change, negative = inhibition, hits mostly inhibitors; 350,000 compounds, 0.35% hits;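 further: potency means the concentration at half of the fitted maximal effect; plate controls were vehicle for no effect and reference inhibitor for full effect; nearly all actives have a fitted effect of over 55% in size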
# Target sequence (P27695 whole entry, looked up): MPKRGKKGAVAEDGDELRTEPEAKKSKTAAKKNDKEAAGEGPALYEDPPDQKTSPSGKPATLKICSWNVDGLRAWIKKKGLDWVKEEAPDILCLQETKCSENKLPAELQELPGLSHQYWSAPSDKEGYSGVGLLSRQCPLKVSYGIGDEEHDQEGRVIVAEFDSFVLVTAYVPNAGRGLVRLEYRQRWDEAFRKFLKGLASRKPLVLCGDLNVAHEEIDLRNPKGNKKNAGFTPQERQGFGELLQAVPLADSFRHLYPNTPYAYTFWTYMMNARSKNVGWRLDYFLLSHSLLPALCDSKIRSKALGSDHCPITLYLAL
#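 Enzyme (0.75 nM final) and test compound are incubated 15 min at room temperature before adding 50 nM quenched THF abasic-site duplex. Cleavage dequenches TAMRA, followed at 525/598 nm over three reads one minute apart.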
# POLK inh: qHTS for Inhibitors of Polymerase Kappa. Potency, µM (titrated, usually from 107 µM), for the others: at the highest dose activity, negative = inhibition, actives largely listed as inhibitors. AID 588579, 2011. 400,000 compounds, 0.53% hits. purified Pol kappa, fluorescent DNA synthesis assay, 10 min. DNA polymerase kappa (Homo sapiens), Q9UBT6; further: potency means the concentration at half of the fitted maximal effect; on the % scale 0 is the no-effect control and ±100 the full control effect
#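 First, compounds were pin-transferred onto 10 nM Pol kappa. After 15 min at room temperature, substrate was added to 50 nM final. Fluorescence was then measured kinetically at 0 and 10 min.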
# Anesthetic bind: qHTS Assay for Identification of Novel General Anesthetics. Ferritin light chain (Equus caballus), P02791. apoferritin/1-aminoanthracene competitive binding, fluorescence. Potency, µM (doses to about 77.5 µM), for the others: at the top dose activity change, negative = displacement, most hits filed as inhibitors. 350,000 compounds, 0.074% hits; further: potency means the concentration at half of the fitted maximal effect; on the % scale 0 is the no-effect control and ±100 the full control effect; nearly all actives have a fitted effect of over 20% in size
#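 Probe: 1-aminoanthracene (50% saturated, PBS). Protein: horse-spleen apoferritin, 10 uM. Incubation: 10 min, room temperature. Detection: 380 nm excitation, 535 nm emission. Analysis: normalized response, four-parameter Hill.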
# POLB inh: qHTS Assay for Inhibitors of DNA Polymerase Beta; P06746; Pol beta primer extension/strand displacement, fluorescence kinetic; Potency, µM (doses to about 114 µM), for inactives: top-dose activity change, negative = inhibition, actives largely listed as inhibitors; 340,000 compounds, 1.3% hits; AID 485314, 2010; further: potency means the concentration at half of the fitted maximal effect; on the % scale 0 is the no-effect control and ±100 the full control effect
#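 Pol beta (10 nM) was preincubated with compound for 15 min at room temperature. The reaction was then started with 50 nM substrate and read immediately and after a further 10 min at room temperature.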
# The depositor's hits bear a star; ? = inconclusive; · = not tested or not shown; & = joins results of further samples; [ ] = another dose, or the depositor's remark. Unless noted, the call rests on the fitted dose curve; in most records, active means well fitted curve in the direction sought with a large enough effect; inconclusive means small, poorly fitted or top-dose-only effect, or another doubt; inactive means no such curve, though single readings can be large; an effect the other way counts as inactive or inconclusive. Some of the compounds tested. The share of hits here may be higher or lower than overall.
No.	SMILES	BLM inh	LDHA inh	Glioma ERSR ind	Pol iota inh	POLH inh	APE1 inh	POLK inh	Anesthetic bind	POLB inh
1	CCC(C)NC(=O)C1CCN(C(=O)c2ccccc2)CC1 (centres undefined)	0.0%	-14.9	-3.2%	17.7%	-5.2%	0.6%	-2.0%	-11.3%	38.5%
2	O=C(Nc1ccn(Cc2c(F)c(F)c(F)c(F)c2F)n1)c1ccc(COc2ccccc2Cl)cc1	-6.4%	-3.6	-3.9%	-6.1%[58.9 µM]	-12.2%	-2.0%	-2.2%	-15.5%	-11.6%
3	O=C(/C=C/c1ccc(Cl)cc1)NCc1ccncc1	0.9%	-1.2	-2.8%	22.6%	-3.2%	-4.0%	-9.1%	-8.3%	-14.7%
4	Cc1cccc(C)c1OCC(=O)Nc1ccccc1C(F)(F)F	-3.6%	1.2	-1.5%	5.1%	-26.6%	-1.1%	-2.8%	-23.9%	15.3%
5	CCOC(=O)c1[nH]c2ccc(OC)cc2c1NC(=O)CCN1CCSCC1	3.2%	0.2	-5.1%	-2.5%	-17.5%	0.8%	-17.3%	2.3%	4.0%
6	CC(C)(C)n1nnnc1C(c1cccnc1)N(Cc1ccccc1)Cc1ccco1 (centres undefined)	-6.5%	1.2	-2.7%	2.0%	-7.8%	-7.6%	-13.8%	-10.1%	10.4%
7	Cc1ccc(NC(=O)CCn2cnc3ccccc3c2=O)cc1	-1.3%	-4.7	-1.0%	58.5%[activator]	-18.7%	-1.7%	-3.3%	-11.5%	28.3%
8	COc1ccc(NC(=O)CN(C)S(=O)(=O)c2ccc3c(c2)CC(C)N3C(C)=O)c(OC)c1 (centres undefined)	-2.4%	-2.9	-5.3%	38.3%[activator]	-23.3%	4.2%	-10.0%	-0.9%	?
9	CN1CCN(CC#Cc2ccccc2)CC1CCO (centres undefined)	-10.3%	-0.1	-2.8%	96.5%[activator]	-15.3%	-8.3%	-17.7%	-3.0%	6.6%
10	CSCC[C@H](NC(=O)Cc1c(C)c2cc3c4c(oc3cc2oc1=O)CCCC4)C(=O)O	-2.4%	-0.7	-1.9%	4.9%	-2.2%	-5.5%	9.2%	35.6%	7.8%
11	CCn1c(=O)c(C(=O)Nn2c(C)nc3ccccc3c2=O)c(O)c2ccccc21	-1.0%	?	-5.7%	-23.6%	-14.9%	-7.7%	-6.1%	-9.1%	0.6%
12	O=C(NCCN1C(=O)S/C(=C\c2ccccc2)C1=O)C1CCN(S(=O)(=O)c2cccs2)CC1	1.7%	-5.5	12.8%	6.9%	-13.6%	12.5%	7.1%	-9.6%	17.2%
13	C=CCc1cccc(/C=N/NC(=O)C(=O)Nc2ccc(C)cc2)c1O	-0.9%	-4.8	8.6%	56.3%[activator]	5.8%	3.6%	-16.7%	-2.7%	-19.1%
14	COc1cccc(N(C(=O)CCl)C(C(=O)NCCc2ccccc2)c2cccs2)c1 (centres undefined)	-0.1%	-2.9	-13.9%	-24.5%	?	13.5%	-4.7%	-1.7%	14.0%
15	COC(=O)c1ccc(N=c2sc(C(=O)OC)cc(=O)n2C)cc1	-3.4%	-1.4	0.1%	34.0%[activator]	-22.4%	-3.1%	-1.4%	-8.6%	2.5%
16	O=S(=O)(NCCOc1cccc2cccnc12)c1ccc(F)cc1	0.3%	-3.7	-2.7%	-11.1%	0.8%	1.8%	-5.3%	-8.9%	-0.1%
17	CCOc1ccc2c(ccc(/C=C/c3cc(C)c4cccnc4c3O)[n+]2C)c1	·	4.3	-12.4%	?	20µM*	·	?	·	·
18	CN(C)c1ccc(/C=C/c2ccnc3c(Cl)ccc(Cl)c23)cc1	·	0.6	0.9%	?	·	·	-21.5%	·	·
19	Cn1nccc1C(=O)Oc1cccc(/C=N/NC(=O)c2ccccc2O)c1	-2.4%	0.5	-4.4%	-1.7%	2.9%	?	4.2%	?	20.4%
20	CCCc1c(C)nc2c(Br)cccc2c1Cl	2.1%	-0.7	2.8%	-8.5%	-17.8%	1.0%	2.7%	-6.6%	23.1%
21	COc1ccc(-c2cn3c(C)c(C(=O)Nc4ccncc4)sc3n2)cc1	22.6%	-5.1	0.4%	46.0%[activator]	-21.1%	-2.0%	2.6%	39.2%[activator]	3.2%
22	Cc1ccc(NC(=O)NCC2CCN(Cc3cccc(Cl)c3)CC2)c(Cl)c1	-1.4%	-0.5	-2.3%	10.9%	-16.4%	-1.7%	3.8%	-6.0%	-10.0%
23	COc1ccc(C=C2C=C(C(C)(C)C)C(=O)C(C(C)(C)C)=C2)cc1OC	-11.9%	1.8	13.3%	9.3%	-25.0%	-18.9%	-3.3%	?	-1.5%
24	CN(CC(=O)NNC(=O)CNC(=O)c1cccs1)S(=O)(=O)c1ccc(Cl)cc1	·	-2.8	0.2%	-5.7%	-16.1%	42.0%	4.5%	·	·
25	CC(CCc1ccccc1)NC(=O)C(C)OC(=O)c1ccco1 (centres undefined)	·	-5.5	-2.5%	0.8%	-19.2%	9.8%	-19.3%	·	·
26	COc1ccc(NC(=O)c2cc(-c3cccc(OC)c3)on2)cc1	-1.5%	-4.0	-1.9%	?	8.0%	-0.1%	-12.8%	-7.4%	-1.2%
27	COc1cc(C2CC(=O)c3cnc(N4CCN(Cc5ccccc5)CC4)nc3C2)cc(OC)c1OC (centres undefined)	-1.2%	-5.1	6.8%	3.8%	-9.8%	3.2%	-13.3%	1.3%	-24.0%
28	NS(=O)(=O)C#Cc1ccccc1	-6.7%	·	-12.8%&-11.7%	·	·	-2.0%	-10.3%&12.4%[60.1 µM]	-8.7%	·
29	Cc1ccc2[nH]c(=O)c(CN(CC3CCCO3)S(=O)(=O)c3c(C)ccc4nsnc34)cc2c1 (centres undefined)	-2.6%	6.0	-5.1%	-7.6%	-8.2%	2.6%	-5.7%	-11.7%	17.9%
30	COC(=O)c1ccc(CN2CCCCC2)cc1	-0.7%	-1.7	6.2%	-6.1%	-10.6%	-0.1%	-0.6%	-3.9%	35.0%

# (cont.)
No.	SMILES	BLM inh	LDHA inh	Glioma ERSR ind	Pol iota inh	POLH inh	APE1 inh	POLK inh	Anesthetic bind	POLB inh
31	CCOC(=O)N1CCC(NC(=O)C2=CCN(S(=O)(=O)c3ccccc3)CC2)CC1	-3.0%	-1.8	4.7%	-9.9%	-18.3%	-2.1%	8.5%	-7.4%	-2.9%
32	COc1ccc(NC(C)=O)cc1CP(=O)(c1ccccc1)c1ccccc1	-2.3%	-1.0	-1.3%	20.1%	2.8%	-5.7%	1.3%	-1.9%	2.0%
33	CC(=O)c1ccc(OCC(O)COc2ccc(C(C)=O)cc2)cc1	1.0%	0.9	-0.9%	19.0%	-11.0%	-10.7%	-6.0%	-21.6%	?
34	CC(Oc1ccccc1)C(=O)N=C1SC2CS(=O)(=O)CC2N1Cc1ccccc1 (centres undefined)	-2.6%	-0.6	-1.9%	0.6%	-17.5%	65.2%[activator]	6.5%	?	3.1%
35	CCC(C)n1c(SCC(=O)Nc2cc(C)on2)nc2ccccc2c1=O (centres undefined)	-3.8%	-3.3	-3.9%	12.0%	-13.5%	17.4%	-5.9%	?	8.4%
36	Clc1ccc(-c2csc(N3CCN(c4ccccc4)CC3)n2)cc1	4.1%	-9.9	5.3%	17.3%	-4.0%	5.6%	-0.4%	-4.4%	-11.9%
37	CC1CC(C)(C)NC(=S)N1CCCC(=O)Nc1ccc(Cl)cc1 (centres undefined)	-1.4%	-7.2	1.1%	190.7%[activator]	-16.0%	-0.6%	-9.9%	-11.4%	3.5%
38	COc1ccc(-n2ncc(C(C)NS(=O)(=O)c3ccc(C)s3)c2C)cc1 (centres undefined)	-6.1%	2.4	-1.8%	19.8%	-16.4%	-1.1%	-1.7%	-19.5%	7.6%
39	COc1ccccc1/C=C/C(=O)OCC(=O)Nc1ccc2c(c1)OCCO2	·	-8.9	3.9%	13.5%	-18.0%	-9.9%	0.0%	·	·
40	O=C(NCC1COCCO1)c1ccc2nc(Cc3cccc(Cl)c3)oc2c1 (centres undefined)	-0.5%	-2.4	5.6%	20.3%	-5.8%	-4.7%	-0.6%	-12.3%	-0.2%
41	COc1cccc(-c2ccc(NC(=O)C3CCCN(Cc4cnc(N(C)C)s4)C3)cc2)c1 (centres undefined)	-2.7%	0.5	-1.2%	26.9%	-25.4%	17.0%	2.0%	-9.3%	-10.3%
42	COC(=O)c1sccc1S(=O)(=O)Nc1ccc(N2CCCCC2)cc1	-3.8%	3.6	-4.3%	47.6%[activator]	-28.2%	17.7%	-7.7%	-8.7%	19.4%
43	Cn1c(CCC(=O)OCC(=O)NCC(F)(F)F)nc(=O)c2ccccc21	-3.9%	-2.9	-0.6%	-9.2%	-6.5%	-5.0%	-5.9%	2.0%	1.2%
44	CC(NS(=O)(=O)c1ccc(OCC(=O)NCc2ccccn2)cc1)c1ccccc1 (centres undefined)	-2.4%	-4.2	-7.6%	9.8%	-8.2%	15.5%	0.6%	-14.4%	26.8%

# Compound profiles, as listed above:
# O=C(Nc1ccn(Cc2c(F)c(F)c(F)c(F)c2F)n1)c1ccc(COc2ccccc2Cl)cc1 reads BLM inh: -6.4%; LDHA inh: -3.6; Glioma ERSR ind: -3.9%; Pol iota inh: -6.1%[58.9 µM]; POLH inh: -12.2%; APE1 inh: -2.0%; POLK inh: -2.2%; Anesthetic bind: -15.5%; POLB inh: -11.6%
# O=S(=O)(NCCOc1cccc2cccnc12)c1ccc(F)cc1 reads BLM inh: 0.3%; LDHA inh: -3.7; Glioma ERSR ind: -2.7%; Pol iota inh: -11.1%; POLH inh: 0.8%; APE1 inh: 1.8%; POLK inh: -5.3%; Anesthetic bind: -8.9%; POLB inh: -0.1%

# Screens (PubChem)
